L3MBTL1 block: L3MBTL1 (human) inhibition; 230,000 compounds, 0.66% hits; AID 485360; Potency, µM (highest dose often 57.1 µM), for the others: top-dose activity, negative = inhibition, hits mostly inhibitors; AlphaScreen L3MBTL1–H3K9me1 peptide binding; Q9Y468; further: nearly all actives have a fitted effect of over 60% in size
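L3MBTL1 50 nM + b-AHA-H3(1-15)K9me1 75 nM, 30 min RT; compound added, 30 min RT; streptavidin donor/Ni-chelate acceptor beads 10 ug/mL each final, 30 min RT dark; AlphaScreen read.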
TR SRC2 fluor cs: counter-screen for TRb-SRC2 inhibitors: fluorescence interference. TRb/SRC2 Texas Red total fluorescence interference. Potency, µM (highest dose often 106 µM), for inactives: at the top dose fluorescence change, negative = quenching. 280,000 compounds, 0.29% hits; active means well fitted curve in either direction with a large enough effect; inconclusive means small, poorly fitted or top-dose-only effect
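Human TRβ ligand-binding domain (0.6 uM) and Texas Red SRC2 peptide (20 nM) in Tris buffer with 1 uM T3 and 5% DMSO were incubated with pinned compound for 5 hr at ambient temperature. Total fluorescence was computed as S + 2P (555/632 nm).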
Tau ThT inhib: inhibitors of human tau fibril formation, thioflavin T binding; P10636; recombinant tau K18 P301L, heparin-induced fibrillization, ThT fluorescence; Potency, µM (top dose mostly 57.4 µM), for the others: top-dose activity, negative = inhibition, hits mostly inhibitors; 270,000 compounds, 2.1% hits; AID 1460; further: nearly all actives have a fitted effect of over 55% in size
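Fibril formation assay: tau K18 P301L at 15 uM with trace Alexa 594 label, heparin inducer 20 uM, pH 7 sodium acetate buffer, 37 C for 6 hr; endpoint ThT signal.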
TRb SRC2 PPI: disrupts binding of human TR beta to SRC2 | P10828 | TRbeta-SRC2 peptide binding, fluorescence polarization; receptor liganded with 1 µM T3 | Potency, µM (top dose mostly 106 µM), inactives show top-dose activity change, negative = inhibition, most hits filed as inhibitors | 280,000 compounds, 0.065% hits;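 further: plate controls were bound peptide for no effect and peptide without receptor for full effect; nearly all actives have a fitted effect of over 50% in size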
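Compounds were added to 0.6 uM TRb ligand-binding domain and 20 nM Texas Red-labeled SRC2 peptide in Tris buffer containing 1 uM T3, incubated 5 hr at ambient temperature, then read by fluorescence polarization.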
RGS12 GoLoco inh: blocks human Gai1 binding to RGS12 GoLoco peptide, red readout; Potency, µM (top dose mostly 61.6 µM), for inactives: top-dose activity, negative = inhibition, hits mostly inhibitors; 230,000 compounds, 0.44% hits; Gai1:RGS12 GoLoco peptide FP, rhodamine, 10 min; active means well fitted inhibition curve with a large enough effect, not every such curve was filed as active; inactive means no such curve, though single readings can be large or run the other way; further: nearly all actives have a fitted effect of over 30% in size; many of its hits are not listed in these tables
Target sequence (P63096 whole entry, looked up): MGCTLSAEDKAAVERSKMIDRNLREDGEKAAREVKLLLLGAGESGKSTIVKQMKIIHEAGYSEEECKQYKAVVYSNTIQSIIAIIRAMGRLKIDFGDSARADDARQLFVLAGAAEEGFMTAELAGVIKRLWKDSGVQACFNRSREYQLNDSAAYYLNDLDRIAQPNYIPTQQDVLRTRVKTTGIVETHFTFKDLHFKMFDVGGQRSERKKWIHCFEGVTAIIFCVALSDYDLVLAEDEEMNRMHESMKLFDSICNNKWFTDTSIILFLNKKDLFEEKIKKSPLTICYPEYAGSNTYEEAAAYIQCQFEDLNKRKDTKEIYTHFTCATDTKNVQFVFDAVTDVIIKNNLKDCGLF
RECQ1 helicase: inhibitors of human RECQ1 DNA helicase | P46063 | RECQ1 DNA unwinding, red fluorescence kinetic read | Potency, µM (highest dose often 57.3 µM), for inactives: top-dose activity, negative = inhibition, usual class: inhibitors | 240,000 compounds, 0.54% hits;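 further: plate controls were vehicle for no effect and no enzyme for full effect; nearly all actives have a fitted effect of over 30% in size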
Target sequence (P46063 whole entry, looked up): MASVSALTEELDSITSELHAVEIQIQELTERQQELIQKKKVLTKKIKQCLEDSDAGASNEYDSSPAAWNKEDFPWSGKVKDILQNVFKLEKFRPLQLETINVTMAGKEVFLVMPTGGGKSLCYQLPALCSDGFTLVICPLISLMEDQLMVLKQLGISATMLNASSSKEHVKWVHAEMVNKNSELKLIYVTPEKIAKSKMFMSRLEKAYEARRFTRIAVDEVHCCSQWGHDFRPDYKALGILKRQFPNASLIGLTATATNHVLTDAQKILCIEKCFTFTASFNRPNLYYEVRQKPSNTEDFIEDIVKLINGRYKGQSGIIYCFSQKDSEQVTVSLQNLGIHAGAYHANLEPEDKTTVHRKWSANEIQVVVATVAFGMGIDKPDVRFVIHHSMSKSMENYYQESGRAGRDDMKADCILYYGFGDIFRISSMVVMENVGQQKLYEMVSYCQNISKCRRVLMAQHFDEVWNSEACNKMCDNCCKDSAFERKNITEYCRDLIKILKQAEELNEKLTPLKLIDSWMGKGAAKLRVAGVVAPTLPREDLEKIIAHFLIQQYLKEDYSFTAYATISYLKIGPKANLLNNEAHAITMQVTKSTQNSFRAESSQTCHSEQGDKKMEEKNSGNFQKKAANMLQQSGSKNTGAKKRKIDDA
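50 nM RECQ1T1 preincubated 15 min with compound in Tris pH 8.0 buffer with MgCl2, DTT, Tween-20 and 2.5 ug/ml poly(dI-dC); started with 200 nM TAMRA/BHQ-2 forked duplex and 2 mM ATP. Unwinding read as fluorescence (525/598 nm), two reads 2 h apart.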
KDM4E inh: inhibitors of human JMJD2E histone demethylase. Potency, µM (highest dose often 57.1 µM), inactives show at the highest dose activity change, negative = inhibition, hits mostly inhibitors. AID 2147. JMJD2E catalytic domain, FDH-coupled NADH fluorescence (FDH is formaldehyde dehydrogenase). B2RXH2. 230,000 compounds, 1.6% hits; active means well fitted inhibition curve with a large enough effect, not every such curve was filed as active; inconclusive means small, poorly fitted or top-dose-only effect, or another doubt; inactive means no such curve, though single readings can be large or run the other way;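 further: 0% = wells with enzyme and -100% = buffer wells without enzyme; nearly all actives have a fitted effect of over 50% in size; many of its hits are not listed in these tables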
Tau fibril FP: tau fibrillization inhibition (FP); P10636; K18 P301L tau heparin fibrillization, Alexa594 FP, 6 h; Potency, µM (titrated, usually from 57.7 µM), without a hit: top-dose activity, negative = inhibition, most hits filed as inhibitors; 280,000 compounds, 0.39% hits; AID 1468; further: nearly all actives have a fitted effect of over 55% in size
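Quantitative HTS format: compounds meet 15 uM recombinant K18 P301L tau and Alexa 594-tau tracer in 100 mM sodium acetate pH 7; 20 uM heparin triggers fibrillization at 37 C over 6 hr; FP gives the signal.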
* marks the source's active call; other numbers are inactive results; i = inactive; ? = inconclusive; / = not tested or not shown; & = joins results of further samples; [ ] = dose if it differs, or a comment. Unless noted, the call rests on the fitted dose curve; in most records, active means well fitted curve in the direction sought with a large enough effect; inconclusive means small, poorly fitted or top-dose-only effect, or another doubt; inactive means no such curve, though single readings can be large; an effect the other way counts as inactive or inconclusive. Unless noted, on the % scale 0 is the no-effect control and ±100 the full control effect; potency means the concentration at half of the fitted maximal effect. An excerpt; rates above refer to the full screens.

compound,L3MBTL1 block,TR SRC2 fluor cs,Tau ThT inhib,TRb SRC2 PPI,RGS12 GoLoco inh,RECQ1 helicase,KDM4E inh,Tau fibril FP
CC(SC(=S)N1CCCC1)C(=O)O (stereo unspecified),-3%,-1%,5%,3%,4%,i,-5%,4%
CC(C)N(C)CCOC(=O)c1ccc2c(c1)OCCO2,1%,1%,-2%,-8%,-13%,2%,-3%,-2%
COc1ccc(-n2nnc(-c3nc(-c4cccs4)no3)c2N)cc1,/,0%,8%,-3%,/,/,/,-2%
COc1cc2sc(C)nc2cc1C,1%,0%,-1%,8%,9%,-6%,0%,9%
O=c1[nH]c(SCc2ccccc2)nc2c1sc1ccccc12,2%,-2%,9%,0%,5%,-2%,-4%,3%
COC(=O)c1cc2oc(C)cc2n1Cc1cc(C)ccc1C,/,2%,-5%,1%,/,/,/,2%
CCOc1ccccc1C1CC(c2cccs2)=NN1S(C)(=O)=O (stereo unspecified),8%,2%,3%,4%,220%[activator],i,-9%,-4%
Cc1ccccc1OCC(=O)N/N=C/c1c(C)nn(-c2ccccc2)c1Cl,-2%,2%,?,1%,7%,-3%,?,?
COc1ccc2c(c1)c1c(c(=O)n(CCc3ccccc3)c(=O)n1Cc1ccc(Cl)cc1)n2C,/,0%,10%,3%,/,/,/,7%
CCc1ccc(NC(=O)Cn2c3ncccc3c(=O)n2-c2ccc(C)c(C)c2)cc1,/,0%,-6%,-4%,/,/,/,?
O=C(NCCC1=CCCCC1)C1CCN(c2nnc(-n3cccc3)s2)CC1,-13%,1%,-10%,-12%,-8%,i,1%,3%
CN(C(=O)COC(=O)CNC(=O)c1ccccc1Cl)c1ccccc1,-1%[11.4 µM],-3%,5%,7%,2%,i,7%,2%
CCC(C)(C)NC(=O)/C=C/c1cnc2ccccc2n1,-2%,-3%,-12%,4%,6%,-2%,-17%,13%
O=c1c(Cl)c(NCCO)ncn1-c1ccccc1,-1%,1%,-2%,-9%,2%,i,-3%,-13%
Cc1noc(C)c1-c1ccc2ncnc(NC3CC3)c2c1,/,-1%,0%,8%,-16%,0%,-7%,-7%
COc1ccccc1C(=O)N(Cc1nc(-c2ccc(Cl)cc2)no1)C(C)C,/,-2%,-14%,-3%,-6%,-11%,4%,?
Cc1ccc2c(CN3C(=O)NC4(CCCCC4)C3=O)cc(=O)oc2c1C,0%,-4%,-9%,8%,6%,i,-9%,1%
CCOC(=O)c1c(Nc2ccccc2)nnc(-c2ccccc2)c1-c1ccccc1,/,-2%,-12%,10%,/,/,/,-1%
CC(OC(=O)c1cc[n+]([O-])cc1)C(=O)Nc1ccc(Cl)cn1 (stereo unspecified),2%,1%,-1%,-18%,7%,i,2%,3%
COc1ccc(NC(=O)Cn2c(=O)n(CCC(=O)NCCc3ccc(OC)c(OC)c3)c(=O)c3ccccc32)cc1Cl,/,9%,-6%,8%,/,/,/,-14%
CCc1ccc(-c2nc(C(N)=O)c3[nH]c(=O)n(-c4ccccc4OC)c3n2)cc1,/,-2%,-14%,0%,21%,-4%,?,-2%
CCN(C(=O)C1CCN(S(=O)(=O)c2ccc3c(c2)CCCN3C(C)=O)CC1)c1cccc(C)c1,/,3%,-1%,1%,/,/,/,10%
Cc1csc(=S)n1-c1ccccc1,-3%,-4%,-2%,-6%,1%,-14%,6%,-7%
O=C(O/N=C(\c1ccccc1)c1ccccn1)c1ccc(Cl)c(Cl)c1,-3%,-5%,-22%,-4%,-1%,-6%,-2%,-10%
COc1ccc2cc(C#N)c(Nc3cccc(F)c3)nc2c1,9%,0%,11%,2%,2%,1%,?,-8%
COc1ccc(/C=C2/C(=O)N=C(N)N2C)cc1OC,/,-4%,?,12%,4%,-5%,2%,8%
O=C(NCCNC(=O)c1ccccc1)c1ccccc1,/,-1%,/,-4%,2%,-11%,-11%,0%
CCc1ccccc1Nc1nn2c(=O)c3ccc(C(=O)NCc4ccc(C)cc4)cc3nc2s1,/,-3%,10%,6%,/,/,/,-11%
CCCn1nc2cc(C(=O)NCc3ccccc3)ccc2c1OCC,-89%,-1%,6%,-34%,5%,1%,5%,-1%
COc1ccc(-c2[nH]ncc2CN2CCCOc3c(cccc3OC)C2)c(OC)c1,-11%,-2%,-8%,-6%,7%,i,0%,5%

Next section (2 carried over from the part before).
compound,L3MBTL1 block,TR SRC2 fluor cs,Tau ThT inhib,TRb SRC2 PPI,RGS12 GoLoco inh,RECQ1 helicase,KDM4E inh,Tau fibril FP
CCCn1nc2cc(C(=O)NCc3ccccc3)ccc2c1OCC,-89%,-1%,6%,-34%,5%,1%,5%,-1%
COc1ccc(-c2[nH]ncc2CN2CCCOc3c(cccc3OC)C2)c(OC)c1,-11%,-2%,-8%,-6%,7%,i,0%,5%
Cc1nc2sc(C(c3ccc(F)cc3)N3CCN(C(=O)c4ccco4)CC3)c(O)n2n1 (stereo unspecified),8%,-4%,2%,3%,0%,-6%,8%,?
CCC(C)NS(=O)(=O)c1ccc(NC(=O)c2c(-c3ccccc3)noc2C)cc1 (stereo unspecified),3%,-2%,0%,2%,6%,-13%,7%,-10%
CCOc1cc(CNCCCN2CCOCC2)cc(Br)c1OCC(=O)Nc1cccc(C(F)(F)F)c1,0%,-3%,-11%,-4%,6%,-13%,-1%,13%
c1ccc(OCc2nc(-c3ccncc3)no2)cc1,-5%,-1%,-16%,5%,-9%,9%,7%,5%
Cc1cc(C)nc(NS(=O)(=O)c2ccccc2)n1,5%,-3%,4%,-5%,/,-5%,2%,8%
COC(=O)c1cc(OC)c(OC)cc1NCC(=O)Nc1ccc(OC)c(OC)c1,?,-7%,-12%,3%,5%,-7%,?,15%
O=c1c2sccc2nc(SCc2cc(=O)n3cc(Cl)ccc3n2)n1-c1ccc(F)cc1,-6%,1%,-11%,2%,/,1%,1%,1%
COC(=O)c1ccc(NC(=O)CN2C(=O)c3cccc4cccc2c34)cc1,/,4%,-9%,-1%,/,/,/,-12%
CCc1ccc(OCc2n[nH]c(=S)n2Cc2ccccc2)cc1,0%,-2%,0%,0%,13%,-2%,-3%,?
CSCCC(NC(N)=O)C(=O)Nc1cccc(C#N)c1 (stereo unspecified),/,-9%,-11%,-3%,-5%,-8%,-3%,0%
COc1cccc(C2c3c(oc4cc(C)cc(C)c4c3=O)C(=O)N2CCc2ccc(OC)c(OC)c2)c1 (stereo unspecified),/,0%,0%,-4%,/,/,/,5%
COC(=O)CCC(=O)Nc1c(C)n(C)n(-c2ccccc2)c1=O,5%,1%,5%,-9%,6%,i,2%,4%
Cc1nc(-c2cccc(S(=O)(=O)N3CC(C)CC(C)C3)c2)cs1 (stereo unspecified),9%,-2%,-1%,5%,3%,-23%,5%,-1%
COc1cccc(COC(=O)c2nn(-c3ccccc3)nc2N)c1,27%,-1%&2%,?,7%&-4%,2%,i,?,?
COc1cc(OC)c(NC(=O)CN(C)S(=O)(=O)c2ccc3c(c2)CCCC(=O)N3)cc1Cl,/,-52%,-2%,-8%,/,/,/,-4%
Cc1cc(C)c(C)c(S(=O)(=O)NCCCN2CCOCC2)c1C,0%,-1%,-3%,-5%,6%,-1%,-6%,2%
CC1CN(C(=O)CCC(=O)NCc2cccc(Cl)c2)c2ccccc2S1 (stereo unspecified),/,28µM*[quencher],-17%,-13%,/,/,/,-6%
Cc1ccc(-c2nnn(CC(=O)N(Cc3ccc(F)cc3)C(C(=O)NC3CCCC3)c3ccncc3)n2)o1 (stereo unspecified),-3%,-4%,-8%,-3%,-29%,i,-4%,-2%
NS(=O)(=O)c1cccc2cccnc12,-20%,-2%,11%,1%,-30%,-6%,-4%,3%
Cc1ccc(NC2=NCC(=O)N2c2ccc3c(c2)OCCO3)c(C)c1,9%,1%,7%,2%,-1%,3%,3%,4%
COc1cc(OC)cc(C(=O)NC(=S)Nc2cc3oc4ccccc4c3cc2OC)c1,0%,-3%,?,0%,8%,1%,-19%,5%
O=c1[nH]c(=O)n(Cc2ccccc2)c2nc(-c3ccco3)cc(C(F)(F)F)c12,-2%,1%,-15%,5%,17%,-15%,?,3%
Cc1cc(=O)n(C)c(=O)n1CCCCOc1cccc([N+](=O)[O-])c1,-1%,1%,-5%,1%,17%,-14%,-2%,-3%
Cc1oc2c(c(C)cc3oc(=O)c(CC(=O)NCCc4ccc(Cl)cc4)c(C)c32)c1C,/,-1%,1%,-7%,/,/,/,0%
CCCCn1cnc2c([nH]c3ccccc32)c1=O,-1%,-4%,2%,-5%,9%,-3%,?,-9%
Cc1ccc(C2=NN(C(=O)CSc3nc4ncc(Cl)cc4[nH]3)C(c3ccco3)C2)cc1 (stereo unspecified),?,-1%,?,4%,44%[activator],-26%,-30%,-10%
Cc1ccc(N2CC(NC(=O)CCCc3ccccc3)CC2=O)cc1 (stereo unspecified),/,-1%,-1%,3%,/,/,/,7%
CCOC(=O)c1c(C)oc(/N=C/c2ccccc2O)c1C#N,7%,-1%,-7%,-1%,9%,i,2%,5%
COC(=O)C(NS(=O)(=O)c1ccccc1Br)C(C)C (stereo unspecified),/,-1%&1%,-2%,3%&5%,-3%,0%,7%,-1%
Cn1c(-c2ccc3c(c2)OCO3)c(C(=O)O)c(=O)c2ccccc21,8%,3%,6%,0%,2%,-6%,?,4%
O=S(=O)(NCCc1ccncc1)c1ccc(Br)cc1,/,1%,-13%,-6%,11%,i,0%,-9%
COc1cccc(NC(=O)CCc2c(C)nc3nc(CNC(=O)c4cccc(F)c4)nn3c2C)c1,/,-1%,-3%,5%,/,/,/,1%
Nc1ccc2nc(-c3ccccc3)[nH]c2c1,0%,-7%,?,-15%,2%,-9%,?,-2%
COc1cccc2c1C(=O)CC2NC(=O)C(F)(F)F (stereo unspecified),-5%,-3%,-12%,-3%,20%,-2%,-23%,-4%

High-throughput results as filed in PubChem BioAssay.
